Screening results: PubChem BioAssay, National Center for Advancing Translational Sciences (NCATS)
CCT modulator: modulators of cytosolic chaperonin (CCT/TRiC) activity; purified chaperonin ATPase assay, HTRF ADP detection, 30 min; activity change, % (concentration not given with the values), hits read low; 360,000 compounds, 0.3% hits; AID 651819; in the data active = activity change below about -30%; also: % is scaled to controls: 0 for no effect and ±100 for the full control effect
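We incubate TRiC, 40 or 20 nM final, with library compounds at 76 uM and 10 uM ATP for 30 min at 37 °C. ADP formed is detected with Transcreener HTRF reagents after 30 min at room temperature.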
D3 antag: D3 dopamine receptor (human) antagonism. 360,000 compounds, 2.5% hits. max response, negative = inhibition, %. D3R cells, DiscoveRx beta-arrestin luminescence, antagonist mode; active compounds read low; in the data active = max response below about -50%; inconclusive = no clear call, values can overlap the other calls; also: % is scaled to controls: 0 for no effect and ±100 for the full control effect; mostly tested at two doses, the higher about 12 µM
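Cells expressing the human receptor were seeded at 1500 cells/well, incubated overnight at 37 degrees C in 5% CO2, then exposed to library compounds with dopamine controls for 90 minutes at 37 degrees C before luminescent detection.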
EPAC2 ag: agonists of human EPAC2 (RAPGEF4); Q8WZA2; EPAC2 activation, biochemical qHTS; response scale: 100% = 6.5 mM cAMP response; Potency, µM (top dose mostly 154 µM), for the others: top-dose activation, hits mostly activators; 360,000 compounds, 0.079% hits; AID 720711; also: potency is read from the fitted curve at half-maximal effect; nearly all actives have a fitted effect of over 50% in size
Target sequence (Q8WZA2 whole entry, looked up): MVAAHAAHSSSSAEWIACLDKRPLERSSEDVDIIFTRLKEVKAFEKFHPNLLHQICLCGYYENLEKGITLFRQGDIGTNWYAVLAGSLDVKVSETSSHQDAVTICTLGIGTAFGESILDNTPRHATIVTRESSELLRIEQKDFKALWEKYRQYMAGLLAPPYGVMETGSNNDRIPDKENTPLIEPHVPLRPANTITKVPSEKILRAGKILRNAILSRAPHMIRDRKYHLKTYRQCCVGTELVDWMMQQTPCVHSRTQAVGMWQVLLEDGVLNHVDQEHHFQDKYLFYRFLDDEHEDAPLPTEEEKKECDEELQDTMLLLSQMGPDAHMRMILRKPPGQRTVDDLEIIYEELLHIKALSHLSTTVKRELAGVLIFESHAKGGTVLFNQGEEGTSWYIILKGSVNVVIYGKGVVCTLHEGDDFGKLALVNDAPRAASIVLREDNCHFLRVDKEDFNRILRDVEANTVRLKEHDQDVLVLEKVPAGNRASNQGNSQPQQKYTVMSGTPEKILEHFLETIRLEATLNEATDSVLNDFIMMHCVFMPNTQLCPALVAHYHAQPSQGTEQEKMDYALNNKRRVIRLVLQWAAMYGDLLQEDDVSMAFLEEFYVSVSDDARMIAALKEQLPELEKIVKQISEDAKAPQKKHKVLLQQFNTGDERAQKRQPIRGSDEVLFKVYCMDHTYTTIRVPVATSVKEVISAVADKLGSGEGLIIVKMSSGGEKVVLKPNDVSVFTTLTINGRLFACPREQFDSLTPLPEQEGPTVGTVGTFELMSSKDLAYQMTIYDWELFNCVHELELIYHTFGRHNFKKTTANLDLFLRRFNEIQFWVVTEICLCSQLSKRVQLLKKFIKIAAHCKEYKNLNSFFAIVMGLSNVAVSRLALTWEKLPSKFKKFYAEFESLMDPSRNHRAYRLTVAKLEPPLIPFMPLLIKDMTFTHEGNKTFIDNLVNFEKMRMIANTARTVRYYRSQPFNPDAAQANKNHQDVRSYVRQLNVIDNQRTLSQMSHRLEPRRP
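qHTS, titration series. 100 nM EPAC2 / 250 nM Rap1B-BODIPY-GDP / 50 uM GDP; RT; ex 480/em 540 nm, 5-min reads to 30 min. Norm. to 6.5 mM cAMP = activation.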
Mm-Cpn inhibitor: blocks the Methanococcus maripaludis chaperonin Mm-Cpn; purified Mm-Cpn ATPase, ADP Transcreener TR-FRET; Potency, µM (series often up to 76.9 µM), for the others: at the top dose activity, negative = inhibition, hits mostly inhibitors; 330,000 compounds, 0.031% hits; also: potency is read from the fitted curve at half-maximal effect; % is scaled to controls: 0 for no effect and ±100 for the full control effect; nearly all actives have a fitted effect of over 80% in size
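Measured: ADP formation by purified Mm-CPN. Conditions: 25 nM protein, 10 uM ATP, Tris pH 7.4 with Mg2+, K+ and DTT, 37°C for 30 min. Detection: Transcreener HTRF after 30 min at room temperature.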
DRD3 agonist: activates the human D3 dopamine receptor. P35462. D3R DiscoveRx beta-arrestin cells, luminescence, 90 min. max activation, %. 410,000 compounds, 0.58% hits; in the data active = max activation above about 30%; also: 0% is about no effect; mostly tested at two doses, the higher about 12 µM
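Agonist-mode cell screen: cells plated at 1500/well and incubated overnight at 37 °C, then exposed to library compounds for 90 min at 37 °C. Detection reagent was added for 30–60 min at room temperature, and luminescence was read.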
PTHR1 agonist: PTHR1 (human) receptor agonism; Q03431; HEK293 GP2 PTHR1 cells, GloSensor cAMP luminescence, 1 h; Potency, µM (doses to about 115 µM), without a hit: at the highest dose activation, actives largely listed as activators; 410,000 compounds, 0.075% hits; AID 743266; also: potency is read from the fitted curve at half-maximal effect; nearly all actives have a fitted effect of over 55% in size; some results filed as inactive show a strong effect at the top dose; inactives centre near -15; many of its hits are not listed in these tables
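HEK-293-derived GP2 cells expressing PTHR1 and a GloSensor cAMP reporter, 3,000/well, plated overnight, given luciferin plus IBMX (each 0.5 mM as added) for 1 h at 37 °C, then compound for 1 h at 37 °C. Luminescence was read after 15 min at room temperature.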
pAkt inh: Akt phosphorylation inhibition | 360,000 compounds, 0.32% hits | activity change, % for hits at 50 µM | Neuro2A IGF-stimulated pAkt S473 HTRF, 20 min; active compounds read low; in the data active = activity change below about -80%; inconclusive = mostly about -51% to -80%; also: % is scaled to controls: 0 for no effect and ±100 for the full control effect
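Neuro2A cells in DMEM with 0.5% FBS, overnight at 37 deg C, given compound at single 50 µM final, then IGF (6 nM final) for 20 min at 37 deg C. Lysed; phospho-Akt Ser473 by HTRF after 24 h, 665/615 ratio.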
EPAC2 antag: antagonists of human EPAC2 | Q8WZA2 | EPAC2 GEF exchange of Rap1B-BODIPY-GDP, fluorescence | Potency, µM (highest dose often 114 µM), for inactives: at the top dose activity, negative = inhibition, hits mostly inhibitors | 360,000 compounds, 0.18% hits | AID 720708; also: potency is read from the fitted curve at half-maximal effect; % is scaled to controls: 0 for no effect and ±100 for the full control effect; nearly all actives have a fitted effect of over 45% in size; many of its hits are not listed in these tables
Active calls of the source: *; i = inactive; u = inconclusive; x = not tested or not shown; [ ] = remark or other dose. Unless noted, calls follow the shape of the dose curve; as a rule, active = well fitted curve in the direction sought with a large enough effect; inconclusive = small, poorly fitted or top-dose-only effect, or another doubt; inactive = no such curve, though single readings can be large; an effect the other way counts as inactive or inconclusive. An excerpt; rates above refer to the full screens.

SMILES	CCT modulator	D3 antag	EPAC2 ag	Mm-Cpn inhibitor	DRD3 agonist	PTHR1 agonist	pAkt inh	EPAC2 antag
O=c1[nH]c(CN2CCN(S(=O)(=O)c3ccc4ccccc4c3)CC2)nc2ccccc12	2.4	-18	-8%	0%	-5	i	i	11%
O=S(=O)(NC(=NCc1ccccc1)c1ccccc1)c1ccccc1	-1.6	11	0%	0%	8	i	i	-1%
CCCc1nn(C)c2c1C(c1cccnc1)C(C#N)=C(N)O2 (stereo not drawn)	-27	-11	1%	-5%	9	i	i	3%
CCn1c(C)nc2cc(C(=O)OCCC(F)(F)F)ccc21	-1.0	9	-3%	1%	5	-7%[57.5 µM]	i	7%
N#Cc1c(N)c(C(=O)c2ccccc2)n2c1CCCC2	1.2	u	1%	1%	1	i	i	0%
COc1cc(NC(=O)CN2CC(c3ccccc3)CC2=O)cc(OC)c1 (stereo not drawn)	0.4	12	1%	5%	2	i	i	5%
CCN(CC(=O)NC(C)C)C(=O)Cc1ccc(C)c(C)c1	-0.5	15	1%	-1%	1	i	i	15%
O=C(Nc1ccccn1)c1ccc(Br)c(S(=O)(=O)N2CCCCC2)c1	2.3	-6	-6%	-1%	-6	i	i	-3%
CCCCOc1ccc(C2C(C(=O)c3ccc(C)o3)=C(O)C(=O)N2CC2CCCO2)cc1 (stereo not drawn)	-1.6	-28	-17%	-6%	-12	i	i	-4%
COc1ccc(C(=O)Nc2ccc(C(=O)O)cc2NC(=O)c2ccc(OC)cc2)cc1	-1.0	-6	3%	1%	-2	6%	i	-1%
Cc1[nH][nH]c(=O)c1C(c1c(C)[nH][nH]c1=O)c1cn(Cc2ccc(F)cc2)c2ccccc12	-3.1	u	3%	-4%	-24	i	i	-14%
Clc1ccc(-n2ncc3c(N4CCCC4)ncnc32)cc1	1.0	-1	6%	2%	4	-28%	i	-14%
Cn1c(Cl)c(/C=N/OC(=O)c2ccc(Cl)cc2)c2ccccc21	1.8	-69*	-7%	3%	-7	u	i	-17%
O=C(N/N=C/c1cccn1-c1cccc(C(=O)O)c1)Nc1ccccc1	0.5	5	0%	1%	2	-2%	i	-2%
O=C(OCC(=O)c1ccc[nH]1)c1ccc(Cl)c(Cl)c1	-1.9	2	6%	-23%	-5	i	i	-1%
CC1CCN(C(=O)CSc2nnc(Cn3c(=O)sc4ccccc43)n2C)CC1	0.2	-2	9%	0%	-2	-15%	i	19%
Cc1ccc(/C=C(\NC(=O)c2ccccc2)C(=O)NCCc2ccccn2)o1	-0.4	10	11%	-5%	5	-2%	i	6%
CC(O)(c1ccccc1)C(C(c1ccccc1)N1CCOCC1)N1CCOCC1 (stereo not drawn)	-25	-12	-6%	x	1	i	i	5%
O=C(CCN1C(=O)/C(=C/c2ccco2)SC1=S)Nc1ccc(C(=O)O)c(O)c1	0.0	-6	0%	2%	7	i	i	8%
O=C1NN(c2cccc(Br)c2)C(=O)/C1=C\c1ccc(O)cc1	-0.6	-13	1%	1%	-3	-29%	i	13%
Cc1oc(-c2ccccc2)cc1C(=O)Nc1cccc(C(=O)O)c1	-0.5	13	-1%	2%	1	i	i	2%
CC(C)(C)C(=O)Nc1ccc(N=Nc2ccccc2)cc1	-0.8	-2	5%	0%	1	-32%[inhibitor]	i	-4%
Nc1nc(SCc2ccccc2[N+](=O)[O-])c2ncn(Cc3ccccc3)c2n1	-1.2	-27	20%	x	2	-21%	i	-4%
O=C(CS(=O)(=O)c1ccccc1)Nc1cccnc1	-0.3	3	7%	-3%	-2	i	i	5%
COC(=O)[C@@H]1C[C@@]2(O)[C@H](O)[C@H](O)[C@H](O)C[C@H]2N1CC1CC1	-4.6	-7	2%	-1%	12	4%	i	8%

Brought forward from above: 4 entries, followed by the next part.
SMILES	CCT modulator	D3 antag	EPAC2 ag	Mm-Cpn inhibitor	DRD3 agonist	PTHR1 agonist	pAkt inh	EPAC2 antag
CC(C)(C)C(=O)Nc1ccc(N=Nc2ccccc2)cc1	-0.8	-2	5%	0%	1	-32%[inhibitor]	i	-4%
Nc1nc(SCc2ccccc2[N+](=O)[O-])c2ncn(Cc3ccccc3)c2n1	-1.2	-27	20%	x	2	-21%	i	-4%
O=C(CS(=O)(=O)c1ccccc1)Nc1cccnc1	-0.3	3	7%	-3%	-2	i	i	5%
COC(=O)[C@@H]1C[C@@]2(O)[C@H](O)[C@H](O)[C@H](O)C[C@H]2N1CC1CC1	-4.6	-7	2%	-1%	12	4%	i	8%
Cc1ccccc1-n1cc(CNC(=O)CCc2nnc(CCc3ccccc3)o2)cn1	0.5	11	8%	1%	6	i	i	4%
CC(=O)Oc1ccc(C(=O)Nc2cccc3c2CCCC3)cc1	0.8	4	1%	-3%	-3	-15%	i	-13%
Cc1cc(C)cc(NC(=O)Nc2ccc(S(=O)(=O)Nc3cc(C)on3)cc2)c1	-0.4	-5	5%	-1%	3	-3%	i	4%
CC(C)CC(N)c1csc(Nc2ccc(C(=O)c3ccccc3)cc2)n1 (stereo not drawn)	1.0	22	7%	x	8	u	i	-8%
CC(=O)c1ccc(C(=O)N2CCCC(CNC(=O)c3ccccc3Cl)C2)cc1 (stereo not drawn)	-1.7	4	6%	2%	-3	12%	i	4%
CC(C)(C)c1ccc(Oc2ccc(NC(=O)c3cccs3)cn2)cc1	0.7	21	-4%	1%	6	-43%[inhibitor]	i	-16%
O=C(COC(=O)COc1ccc2ccccc2c1)Nc1cc(C(F)(F)F)ccc1N1CCOCC1	2.1	6	7%	1%	-1	1%	i	-20%[57.1 µM]
Cc1nnc(SCC(=O)NCc2ccc(Cl)cc2)[nH]c1=O	-0.1	9	-6%	1%	10	u	i	11%
Cc1ccc(S(=O)(=O)N2[C@@H](c3ccccc3F)C(C(=O)O)=CC[C@H]2c2ccc(Cl)c(Cl)c2)cc1	1.5	-7	-7%	2%	-21	i	i	-28%
Cc1c(NC(=O)c2cccnc2Cl)c(=O)n(-c2ccccc2)n1C	-0.4	0	11%	1%	-17	i	i	11%
COCC(=O)N/N=C(\C)CC(=O)NCc1ccco1	-1.4	6	5%	1%	11	i	i	6%
CC(NCC(O)c1ccc([N+](=O)[O-])cc1)C12CC3CC(CC(C3)C1)C2 (stereo not drawn)	0.0	-8	13%	3%	-17	-28%	i	-2%
O=CN/C=C/c1cc(O)ccc1O	-0.1	-20	3%	-12%	0	-8%	i	11%
CCCN(C)C1CN(Cc2cn(Cc3cccc(Cl)c3)nn2)S(=O)(=O)C1 (stereo not drawn)	-0.4	6	9%	x	5	i	i	2%
CCCCCCn1c(=O)n2n(c1=O)C[C@]1(OC(=O)NC3CC3)CN(S(=O)(=O)c3ccc(C)cc3)C[C@]1(O)C2	-0.2	23	4%	x	4	-7%	i	-12%
COc1ccc(F)cc1S(=O)(=O)N1CCCN(S(=O)(=O)c2cc(F)ccc2OC)CC1	-0.6	5	5%	-1%	2	i	i	1%
O=C(c1ccccc1)N1CCN(S(=O)(=O)c2ccccc2)CC1	0.2	0	-1%	0%	3	i	i	0%
CCCC[C@@H]1CNC(=O)C(=O)N1CCCCC1CCCCC1	-2.5	-8	-1%	x	-7	-23%	i	-4%
COc1ccccc1NC=C1C(=O)OC(C)(C)OC1=O	-3.6	-18	11%	-4%	-1	-8%[57.5 µM]	i	-5%[57.1 µM]
Brc1ccccc1Cn1cnc2ccccc21	-0.4	0	1%	-1%	-3	-36%[inhibitor]	i	-14%
Cc1cccc(C(=O)OCC(=O)NC23CC4CC(CC(C4)C2)C3)c1O	-0.6	-21	15%	0%	-6	-46%[inhibitor]	i	-2%
CC(C)COc1ccc(C(=O)N2C(=O)c3ccc(N)cc3C2=O)cc1	-10.0	3	-2%	1%	-7	-13%	i	7%
N#Cc1ccccc1CSc1nnc(-c2ccncc2)o1	-1.8	-12	3%	-3%	0	u	i	20%
COc1cc(Nc2ccc(S(N)(=O)=O)cc2)c([N+](=O)[O-])nc1[N+](=O)[O-]	0.9	-5	7%	0%	2	-2%	i	6%
COc1cc(/C=N/NC(=O)c2c(-c3ccccc3)noc2C)ccc1O	-0.4	7	2%	x	-1	-21%	i	-9%
The results go on.
SMILES	CCT modulator	D3 antag	EPAC2 ag	Mm-Cpn inhibitor	DRD3 agonist	PTHR1 agonist	pAkt inh	EPAC2 antag
O=C1C=C(c2cc3ccccc3s2)C[C@@H](c2ccc(Cl)cc2)C1	-1.3	-21	7%	-1%	-4	i	i	16%
Fc1ccccc1N1CCN(Cc2cc(-c3ccccc3)on2)CC1	-1.9	-88*	7%	0%	-5	u	i	-14%
O=C(COc1ccc(Cl)cc1)NCC(=O)N1CCC2(CC1)NCCc1[nH]cnc12	-1.7	-8	2%	2%	5	-12%	i	5%
COc1cc2c(cc1OC)C1Cc3ccc(OC)c(OC)c3C[N+]1([O-])CC2 (stereo not drawn)	-2.5	-20	2%	1%	-15	i	i	1%
O=C(O)[C@H](Cc1ccccc1)NC(=O)C(c1ccccc1)(c1ccccc1)c1ccccc1	0.3	18	3%	x	0	-7%	i	-6%
CN(C)c1cccc(N(C)C)c1CNC(=O)C(C)(C)C	-0.2	-3	3%	-1%	-5	-16%	i	-4%
Cc1ccc(S(=O)(=O)Nc2ccccc2F)cc1C(=O)N1CCCC1	-0.2	-10	0%	-5%	-11	-7%	i	0%
O=C(NCC1(c2ccccc2)CCCC1)c1ccccc1Br	1.6	6	0%	-4%	3	-12%	i	-21%
COc1cc(-c2nc3ccccc3s2)ccc1O	-1.6	4	13%	-26%	2	-15%[57.5 µM]	i	-7%
NC(N)=N/N=C/c1ccc(OCc2ccc(Cl)cc2)cc1	-0.9	15	13%	2%	-6	i	i	-7%
CCc1nc2c(OCc3cccc(Cl)c3)cccn2c1N(C)C(=O)c1ccncc1	-1.8	u	3%	x	-4	-10%	i	0%
COc1ccc(S(=O)(=O)N2CCOCC2)cc1NC(=O)CCNC(=O)c1ccc(Br)cc1	0.7	-16	0%	1%	5	-6%	i	17%
Cc1nc(NC(=O)c2ccccc2)sc1-c1cc(C(=O)O)nn1Cc1ccccc1	0.8	-9	-7%	x	-1	-3%	i	6%
Cn1nc([N+](=O)[O-])nc1N1CCOCC1	-44*	-1	7%	-3%	2	-21%	i	-4%
